L929 necroptosis: L929 zVAD cell death inhibition; actives 0.38% (n = 220,000); viability rescue, % at 10 µM; L929 zVAD necroptosis rescue, ATP luminescence, 24 h; with zVAD 60 µM;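 active = activation, scaled between plate controls, above about 75%, limit read from the data; inactive = activation under that limit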;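 note: 0% = zVAD with DMSO and 100% = DMSO alone without zVAD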
m-calpain inh: inhibitors of pig calpain II; purified calpain II, fluorogenic peptide substrate, 30 min; inhibition, % at 16 µM; actives 0.37% (n = 220,000);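 active = inhibition above about 50%, limit read from the data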
eIF4E-4G inh: blocks eIF4E binding to eIF4G; P63073+Q04637; TR-FRET eIF4E-eIF4GI(517-606) binding, 2 h; inhibition, % at 21.7 µM; actives 0.37% (n = 220,000); AID 782;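 active = inhibition above about 30%, limit read from the data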;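 note: 0% = full FRET control wells and 100% = background wells lacking eIF4GI fragment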
PERK inh: human PERK inhibition, primary cell-based screen; CHO PERK-DD fusion, SEAP luminescence translation reporter; AID 1416; inhibition, % at 5.6 µM; actives 0.17% (n = 220,000);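 active = inhibition above the mean inhibition of all tested compounds plus 3 SD, set separately per screening campaign, cut at about 2.9% in these data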;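 note: PERK kinase domain activated by AP20187 dimerizer at 100 nM; 0% = DMSO with dimerizer and 100% = rapamycin at 8.4 µM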
KCC2 mod: modulates chloride dependent transport by human KCC2; actives 2.2% (n = 190,000); KCC2 cells, thallium flux FluoZin-2 fluorescence; B-score of Tl+ flux slope (higher = more flux/activation; lower = inhibition) at 10 µM; AID 1456; Q9H2X9;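 active = thallium flux slope and its plate-corrected score both differing from the plate sample mean at a set confidence after two filtering rounds, in either direction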;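 note: slope of fluorescence scaled to starting intensity during 10 to 20 s after thallium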
EBV gp42 block: EBV gp42 inhibition | AID 1085 | inhibition, % (tested at 21.74 µM) | actives 0.42% (n = 220,000) | Q1HVG2 | Fluorescence polarization binding assay, mP read-out; in the data active = inhibition above about 50%
Target sequence (Q1HVG2 whole entry, looked up): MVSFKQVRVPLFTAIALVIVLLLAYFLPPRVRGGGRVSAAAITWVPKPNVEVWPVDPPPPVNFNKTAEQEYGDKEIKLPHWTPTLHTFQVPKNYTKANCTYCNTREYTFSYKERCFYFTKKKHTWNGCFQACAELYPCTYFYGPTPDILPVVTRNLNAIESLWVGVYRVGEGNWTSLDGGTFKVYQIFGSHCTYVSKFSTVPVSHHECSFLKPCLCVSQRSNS
TNF death inh: inhibitors of TNF-alpha induced necroptosis in Jurkat FADD-/- cells | actives 0.068% (n = 220,000) | Jurkat FADD-/- TNF necroptosis rescue, ATP luminescence, 24 h; 0 = TNF only, 100 = no-TNF cells | activation (protection from cell death), % at 10 µM;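 active = activation, meaning protection from cell death, of at least 50% relative to plate controls; inactive = activation below 50%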;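 note: necroptosis triggered by 40 ng/mL TNF-alpha added together with compound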
Rad51 HR inh: blocks human Rad51 in homologous recombination; inhibition, % at 10 µM; Q06609; actives 0.085% (n = 200,000); hRad51 DNA strand exchange, fluorescence dequenching;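 active = inhibition above 40% at the single screening dose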;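 note: 0% = DMSO control wells and 100% = blanks with heterologous ssDNA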
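System: human Rad51 nucleoprotein filaments preassembled on unlabelled ssDNA. Reagent: labelled 47-mer dsDNA for strand exchange. Schedule: 30-min compound preincubation and 15-min exchange, both room temperature. Measured by: FRET fluorescence dequenching, excitation 485 nm, emission 520 nm. Read-out: Fluorescence-based percent inhibition, control- and blank-normalised. Benchmarks: plate controls and plate blanks.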
MDM2 E3 inh: Mdm2 E3 ligase (human) inhibition. cell-based MDM2 ubiquitination luciferase reporter, 2 h; 0 = plate control, 100 = twice control, blank-subtracted. AID 1230. Q00987. signal enhancement, % at 5 µM. actives 0.11% (n = 210,000);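 active = signal enhancement of 30% or more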;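 note: luminescence tracks abundance of the self-degrading MDM2-luciferase fusion protein; higher signal means inhibition of MDM2 E3 ligase activity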
Target sequence (Q00987 whole entry, looked up, the tested form may be a part): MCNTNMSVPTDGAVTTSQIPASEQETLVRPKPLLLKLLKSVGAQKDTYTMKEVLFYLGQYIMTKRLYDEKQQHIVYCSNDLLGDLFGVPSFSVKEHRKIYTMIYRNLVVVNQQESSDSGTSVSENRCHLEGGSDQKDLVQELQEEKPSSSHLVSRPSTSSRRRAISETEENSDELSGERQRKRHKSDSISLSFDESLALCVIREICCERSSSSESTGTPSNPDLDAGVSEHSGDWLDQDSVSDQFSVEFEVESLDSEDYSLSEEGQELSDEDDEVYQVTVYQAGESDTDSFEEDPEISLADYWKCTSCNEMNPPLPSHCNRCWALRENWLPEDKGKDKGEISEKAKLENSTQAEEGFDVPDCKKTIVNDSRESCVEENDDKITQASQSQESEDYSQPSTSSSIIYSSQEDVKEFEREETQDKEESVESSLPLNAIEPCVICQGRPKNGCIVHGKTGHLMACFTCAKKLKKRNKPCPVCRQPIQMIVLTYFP
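Material: stable MDM2–luciferase fusion reporter cells / Quantity: 2000 cells/well / Dosing: single 5 µM compound dose, 0.2% final DMSO / Buffer or medium: DMEM / Schedule: 4 h cell settling then 2 h compound exposure, 37 °C / Detection: luminescence with SteadyLite reagent, 15 min at room temperature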
The depositor's hits bear a star; nt = no result given; [ ] = remark or other dose.

Every second line gives: L929 necroptosis, m-calpain inh, eIF4E-4G inh, PERK inh, KCC2 mod, EBV gp42 block, TNF death inh, Rad51 HR inh, MDM2 E3 inh
1. O=C(NC1(O)C(=O)c2ccccc2C1=O)c1c(Cl)cccc1Cl
 : -0.4, -18, -9, 1.0, -0.26, -5, -8.0, -14, -7
2. Cc1noc(C)c1CSc1nc2ccccc2nc1NS(=O)(=O)c1ccc(Cl)cc1
 : 2.6, 25, 5[fluorescence artefact?], -1.0, nt, 8, -2.1, 2, -7
3. O=C(CCc1ccc(S(=O)(=O)NCCc2ccccc2)cc1)Nc1ccc2c(c1)OCCO2
 : 0.7, 10, 1, 0.5, -3, 5, 2.3, -4, -11
4. CCN(CC)CCOc1ccc2c(c1)C(=NO)c1cc(OCCN(CC)CC)ccc1-2
 : 10, -23, -7, -0.5, -0.87, -11, -9.4, 4, -14
5. Nc1nonc1-n1nnc(C(=O)c2ccccc2)c1-c1ccccc1
 : -1.0, 24, 9, 0.0, 0.59, 3, 2.0, -19, -23
6. CCOc1ccc(Nc2nc(Cc3nnc(SCC(=O)NC4CCCC4)n3C)cs2)cc1
 : -0.5, 0, 1, 0.0, 0.02, 0, 0.7, 11, -10
7. CCCCOC(=O)c1ccc(N/C(=N\S(=O)(=O)c2ccccc2)c2ccccc2)cc1
 : 3.3, 24, 2, -1.0, -1.7, -3, 6.1, nt, nt
8. O=C(COC(=O)c1cccnc1)Nc1ccc2c(c1)OCO2
 : 0.8, -6, 1, 2.1, 1, 2, -0.6, -102, -1
9. CCC(C)[C@@H](C(=O)NCC1CCC(C(=O)O)CC1)n1nnc2ccccc2c1=O (stereo partly specified)
 : 0.3, -27, 7[fluorescence artefact?], 2.9*, nt, -15, 0.8, nt, -7
10. COc1cccc(OC)c1C(=O)Nc1ccc(S(=O)(=O)Nc2cc(C)nc(C)n2)cc1
 : 0.3, 17, 2, 1.7, nt, 5, 1.5, 5, -22
11. COc1ccccc1-c1cc(C(=O)Nc2cc(C)on2)no1
 : 0.5, -53, 2, 1.2, -0.36, -7, -5.2, 3, -12
12. Cc1ccc(S(=O)(=O)N2CCOCC2)cc1NC(=O)CSc1ccccn1
 : 0.1, 31, 2, -0.1, 0.038, -4, 0.1, 3, -2
13. Cc1ccc(-c2nnc(CSc3nnc(COc4ccccc4)n3-c3ccccc3)o2)cc1
 : -0.4, 40, -5, -1.7, -2.4, -1, -5.6, -7, -19
14. COc1cccc(C2CC(c3cccc(OC)c3)n3nc(N)nc3N2)c1 (stereo unspecified)
 : 2.1, -10, 1[fluorescence artefact?], 0.1, -0.035, -5, 0.1, -4, -7
15. Cc1cccc(NCc2nnc(-c3ccccc3)o2)c1C
 : 1.2, -26, -6, 0.1, 0.61, 2, 0.0, 2, -15
16. CC(C)N(CCn1c(SCC(=O)N2CC(=O)Nc3ccccc32)nc2ccccc2c1=O)C(C)C
 : 0.4, -2, 0, -0.4, 0.29, -15, 0.8, -143, -6
17. C=CCN=C1CC(C)(C)C(C(=O)OC)C(O)=C1C(=O)CCC (stereo unspecified)
 : 1.3, 8, 2, 0.4, -0.15, -11, 1.0, nt, nt
18. CC(=O)/C(=C\N(C)C)Sc1ccc(C)cc1
 : -0.7, -2, -4, 1.1, -0.099, -8, 1.3, nt, -9
19. CCCCC(CCCCl)C(=O)Nc1ccccc1 (stereo unspecified)
 : -0.6, 19, -1, -0.9, -1.5, 11, -0.1, -14, -17
20. COc1ccccc1/C=C1\SC(=S)N(Nc2nc(C)cc(C)n2)C1=O
 : 0.1, 14, -5, 0.7, nt, -31, -2.0, 2, -33
21. Cc1c(N2C(=O)c3ccccc3C2=O)c(=O)n(-c2ccccc2)n1C
 : 0.2, 22, -13, 1.8, nt, 1, -0.1, 6, -22
22. OCCNc1nc2ccccc2[nH]1
 : 0.1, -14, 0, 1.8, 0.75, -15, -0.1, -5, -21
23. CC(C)OC(=O)CSc1nnc(CNc2cccc(Cl)c2)n1C
 : -0.1, -6, -1, 1.6, 0.35, -24, -1.1, -1, 10
24. CCSc1ccccc1C(=O)Nc1nc2ccccc2c(=O)[nH]1
 : 30, 1, -1, -1.3, 0.6, -3, 0.2, -3, -1
25. CN(C)C(=O)Cn1c(=O)n(C)c2ccccc21
 : 0.2, -15, -5[fluorescence artefact?], 0.9, -3.1, -6, -1.3, -3, -8
26. CCOc1ccc2[nH]c(=O)c(C(c3nnnn3Cc3ccco3)N3CCC(C)CC3)cc2c1 (stereo unspecified)
 : -1.0, -143, 2, -0.1, -0.69, -25, -3.4, 3, -12
27. CCOC(=O)c1cnn(CC2CCCCC2)c1N
 : 4.9, -21, -17[fluorescence artefact?], 0.3, 0.67, -14, 7.3, 2, -9
28. CC(=O)Oc1ccc2c(=O)c(-c3ccccc3)c(C)oc2c1
 : 1.7, -372, 3, 1.1, -0.78, -15, 0.8, -3, 9
29. CCCCn1c(NCCN(C)C)nc2c1c(=O)[nH]c(=O)n2C
 : 0.5, 3, 4, 0.8, nt, -13, 0.4, 9, -11
30. O=C(NC(C(=O)c1ccccc1)N1CCOCC1)c1ccccc1 (stereo unspecified)
 : -1.5, 6, -3, -1.0, -0.016, -8, 0.8, 0, -5
31. COc1ccc(C2Nc3ccccc3C(=O)N2c2ccc(C)cc2)cc1Cn1cc([N+](=O)[O-])cn1 (stereo unspecified)
 : -0.6, -74, -12, -0.8, nt, -13, -7.2, 1, -2
32. O=C(O)c1ccccc1NS(=O)(=O)c1ccc2c3c(cccc13)C(=O)N2
 : 1.0, 1, 4[fluorescence artefact?], -0.3, -0.2, 1, 0.1, 9, -3
33. CCC(CC)C(=O)Nc1cccc(SC)c1
 : 2.2, -3, 1, 0.8, 0.56, -21, 1.1, 2, 10
34. O=C(N/N=C1/CC2C=CCC12)c1ccco1 (stereo unspecified)
 : 0.0, 15, -35, 0.3, -0.28, -7, 1.1, -1, 4
35. O=C(Nc1cc(Cl)ccc1O)c1cc2n(n1)C(C(F)(F)F)CC(c1ccc3c(c1)OCO3)N2 (stereo unspecified)
 : 0.2, -19, -2, -1.0, -0.04, -19, 0.8, 16, -19
36. Cc1cccc(N2Cc3ccccc3C2=NC(=O)c2ccc(Cl)nc2)c1
 : 0.8, -3, -15[fluorescence artefact?], 0.1, 0.57, -1, 1.6, 19, -8
37. Cc1c(C(=O)Nc2ccc(F)cc2)nnn1-c1cccc(C(F)(F)F)c1
 : 8.9, -14, 2, 0.9, -0.12, -9, 0.8, 23, -33
38. COc1ccc(N2CCN(c3oc(COc4ccc(Cl)cc4Cl)nc3C#N)CC2)cc1
 : 0.9, 51*, -7[fluorescence artefact?], 0.8, nt, 1, 1.2, 3, -25
39. Cn1c(=O)c2c(nc(N/N=C/c3ccc(OC(=O)c4ccco4)cc3)n2Cc2ccccc2Cl)n(C)c1=O
 : 18, -16, 6, 0.9, 0.11, -5, -0.2, 10, -27
40. Cc1ccc(S(=O)(=O)CC(=O)Nc2ccc(F)c(F)c2F)cc1
 : 1.6, -3, 0, 1.5, -0.73, -13, 6.7, 14, -7
41. COc1cc(OC)c(OC)cc1/C=N/NC(=O)c1cnccn1
 : 0.3, -3, 0, -0.6, nt, -7, -0.1, -14, -11
42. CCCC(=O)NC(Nc1ccc(S(=O)(=O)Nc2ncccn2)cc1)(C(=O)OCC)C(F)(F)F (stereo unspecified)
 : -0.2, -11, 0, 1.1, 0.8, -12, -2.5, -2, -15
43. CN1c2ccccc2-c2nc3ccccc3n2C1c1ccccn1 (stereo unspecified)
 : 0.4, -483, 26, 0.3, -1.3, -12, 0.2, -1, -7
44. Cc1c(NC(=O)C2CCCN(S(=O)(=O)c3cnc[nH]3)C2)c(=O)n(-c2ccccc2)n1C (stereo unspecified)
 : 0.5, -11, 2[fluorescence artefact?], 1.0, nt, -7, 0.1, nt, -11
45. COc1ccc(CCNc2ccncn2)cc1
 : -0.1, 13, -1, 0.4, 0.067, -20, -1.7, 0, 1
46. C=CCn1c(COc2ccccc2)nnc1SCC(=O)N/N=C/c1cc(Cl)ccc1O
 : -0.2, -5, 14[fluorescence artefact?], 0.8, -1.1, -8, -1.8, 12, -13
47. CCS(=O)(=O)N1CCC(C(=O)NC2CCCCCCC2)CC1
 : 0.0, -9, -1, 0.0, 0.28, -18, 0.0, -2, -17
48. Cn1c(C(F)(F)F)nc2c(=O)oc3ccccc3c21
 : 0.0, -24, -5, -0.4, -2, -5, -2.8, 4, -11
49. CCCCCCCC(=O)NNC(=O)c1c(O)c2ccccc2n(CC)c1=O
 : -0.4, -33, 5, -1.0, 11*, 10, 0.3, -3, -26
50. CCOC(=O)c1[nH]c(C)c(/C(O)=C2\C(=O)C(=O)N(CCCN3CCOCC3)C2c2cccnc2)c1C (stereo unspecified)
 : 1.0, 17, 5[fluorescence artefact?], 0.1, nt, -35, -0.5, -6, 15

Further records
Every second line gives: L929 necroptosis, m-calpain inh, eIF4E-4G inh, PERK inh, KCC2 mod, EBV gp42 block, TNF death inh, Rad51 HR inh, MDM2 E3 inh
51. COC(=O)c1cccc(N(C(=O)c2ccco2)C(C(=O)NC2CCCC2)c2ccco2)c1 (stereo unspecified)
 : -0.1, 19, 1, -1.2, 0.85, 6, -2.0, -14, -7
52. O=C(c1ccc(N2CCCCC2)c([N+](=O)[O-])c1)N(c1ccccn1)c1ccccn1
 : 0.4, 28, -2, 0.1, 0.21, -6, 0.1, 16, -23
53. COCCNC(=O)NC(=O)COC(=O)Cc1ccc2c(c1)OCCO2
 : -0.1, -17, 6[fluorescence artefact?], 0.2, 1.8, -1, -1.5, 1, -11
54. COc1cc([N+](=O)[O-])ccc1NC(=O)C[n+]1ccccc1C
 : -0.6, -12, -2, 1.3, nt, -9, -2.5, -5, -31
55. CCN(CC)C(=O)n1nc(C)c(CN2C(=O)c3ccccc3C2=O)c1C
 : -0.2, nt, nt, -1.6, 1.1, nt, -1.9, 5, nt

Assay outcomes deposited in PubChem by several laboratories.
